# Nrf2 inh – blocks Nrf2 signaling | Potency, µM (top dose mostly 46 µM), for the others: top-dose activity change, negative = inhibition, actives largely listed as inhibitors | A549 ARE-Fluc reporter, luciferase luminescence, 18-24 h | AID 504444 | 360,000 tested, 2.1% active; note: potency is the fitted concentration of half-maximal effect; % is set by controls: 0 for no effect and ±100 for the full control effect; nearly all actives have a fitted effect of over 60% in size
#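 Quantitative HTS in A549 cells stably bearing an antioxidant response element-firefly luciferase construct. Inhibition of Nrf2-driven transcription was scored by luminescence after 18-24 h of compound exposure at 37 °C.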
# Nrf2 activator – activators of Nrf2 (ARE) signaling. Potency, µM (top dose mostly 46.1 µM), without a hit: top-dose activation, actives largely listed as activators. 410,000 tested, 0.31% active. AREc32 ARE-luciferase reporter (MCF7-derived line), luminescence, 24 h; note: potency is the fitted concentration of half-maximal effect; % of control where 0% means no effect; nearly all actives have a fitted effect of over 65% in size
#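 AREc32 cells carrying an ARE-driven firefly luciferase, 1000 cells/well in OPTI-MEM with 5% FBS, dosed after overnight attachment and incubated 24 hr at 37 deg C. Steady-Glo luminescence read after 30 min at RT.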
# HepG2 tox – counter-screen for TGF-b inhibitors: cytotoxicity in HepG2 cells; HepG2 CAGA-GFP viability, ATP luminescence, 18 h; Potency, µM (doses to about 46.1 µM), without a hit: at the top dose activity change, negative = cytotoxicity, most hits filed as cytotoxic; 410,000 tested, 0.76% active; note: potency is the fitted concentration of half-maximal effect; some results filed as inactive show a strong effect at the top dose
#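 CellTiter-Glo luminescence gave cytotoxicity after 18 hours at 37 degrees C. The cells were HepG2 CAGA-GFP in 1% FBS DMEM, stimulated with 500 pg/mL TGF-beta after compound addition. %Activity was normalised to no-cell wells (complete cell-killing) and DMSO (no toxicity), and curves were fitted and classified.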
# TGFb inhibitor – inhibitors of TGF-b signaling | HepG2 CAGA-GFP TGF-b/SMAD3 reporter, GFP fluorescence, 18 h; TGF-beta stimulated, 500 pg/mL final | Potency, µM (highest dose often 46.1 µM), inactives show at the top dose activity, negative = inhibition, most hits filed as inhibitors | 410,000 tested, 1.2% active | AID 588855; note: potency is the fitted concentration of half-maximal effect; % is set by controls: 0 for no effect and ±100 for the full control effect; nearly all actives have a fitted effect of over 65% in size
#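 Cell-based qHTS in HEPG2 carrying a CAGA-GFP Smad reporter; compounds added before 500 pg/mL final TGF-beta, 18 h incubation at 37 degrees C, GFP fluorescence quantified per cell by imaging cytometry.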
# S2 tox – viability counter-screen for ATXN expression inhibitors; S2 cells (HEK-293 line with an ATXN2-luciferase reporter) viability, CellTiter-Fluor protease fluorescence, 24 h; Potency, µM (highest dose often 56.7 µM), most hits filed as cytotoxic; 400,000 tested, 0.49% active; AID 651635; note: potency is the fitted concentration of half-maximal effect; nearly all actives have a fitted effect of over 40% in size
# A549 viability – counter-screen for Nrf2 inhibitors: cytotoxicity in A549 cells; A549 ARE-Fluc cells, CellTiter-Fluor viability, 18-24 h; Potency, µM (top dose mostly 46 µM), inactives show top-dose activity change, negative = cytotoxicity, most hits filed as inhibitors; 390,000 tested, 0.16% active; AID 504648; note: potency is the fitted concentration of half-maximal effect; % is set by controls: 0 for no effect and ±100 for the full control effect
#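 A549 ARE_Fluc cells in 5% FBS OPTI-MEM were exposed to compounds in concentration-response for 18-24 h at 37 deg C. Viability was read by CellTiter-Fluor fluorescence (Ex 405/Em 525) after 30 min, before the luciferase read.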
# EPAC2 ag – EPAC2 (human) agonism; Q8WZA2; EPAC2 activation, biochemical qHTS; response scale: 100% = 6.5 mM cAMP response; Potency, µM (doses to about 154 µM), for inactives: at the highest dose activation, usual class: activators; 360,000 tested, 0.079% active; note: potency is the fitted concentration of half-maximal effect; nearly all actives have a fitted effect of over 50% in size
# Target sequence (Q8WZA2 whole entry, looked up): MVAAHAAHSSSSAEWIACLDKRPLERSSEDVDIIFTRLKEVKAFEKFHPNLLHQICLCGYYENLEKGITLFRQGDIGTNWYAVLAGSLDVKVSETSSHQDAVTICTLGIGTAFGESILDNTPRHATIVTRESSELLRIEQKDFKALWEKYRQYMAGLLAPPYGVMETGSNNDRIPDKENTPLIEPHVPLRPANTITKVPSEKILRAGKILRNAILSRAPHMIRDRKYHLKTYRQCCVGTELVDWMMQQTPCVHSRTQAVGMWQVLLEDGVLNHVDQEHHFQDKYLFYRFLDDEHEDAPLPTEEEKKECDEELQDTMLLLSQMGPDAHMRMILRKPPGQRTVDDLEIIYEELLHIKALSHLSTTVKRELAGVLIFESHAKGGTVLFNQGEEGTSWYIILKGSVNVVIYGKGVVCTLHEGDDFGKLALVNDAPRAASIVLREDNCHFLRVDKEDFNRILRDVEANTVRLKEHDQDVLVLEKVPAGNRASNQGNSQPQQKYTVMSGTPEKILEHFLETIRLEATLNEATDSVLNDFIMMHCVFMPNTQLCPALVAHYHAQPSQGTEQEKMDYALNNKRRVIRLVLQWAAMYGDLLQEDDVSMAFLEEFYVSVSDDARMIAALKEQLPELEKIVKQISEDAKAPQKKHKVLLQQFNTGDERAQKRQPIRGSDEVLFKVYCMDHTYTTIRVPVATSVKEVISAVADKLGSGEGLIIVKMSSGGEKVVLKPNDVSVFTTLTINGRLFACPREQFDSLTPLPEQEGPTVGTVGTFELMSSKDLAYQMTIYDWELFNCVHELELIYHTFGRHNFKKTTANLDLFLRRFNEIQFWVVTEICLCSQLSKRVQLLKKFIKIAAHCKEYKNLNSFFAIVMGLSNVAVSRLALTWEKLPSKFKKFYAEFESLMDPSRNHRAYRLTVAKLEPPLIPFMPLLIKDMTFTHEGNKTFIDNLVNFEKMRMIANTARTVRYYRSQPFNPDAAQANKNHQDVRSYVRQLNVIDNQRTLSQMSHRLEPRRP
#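 Guanine nucleotide exchange by EPAC2 is measured as reduced fluorescence of BODIPY-GDP once it is released from 250 nM Rap1B. Plates are read kinetically for 30 min at room temperature; results are scaled to 6.5 mM cAMP.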
# IL2 activator – IL-2 activation. IL-2 activation reporter assay, cell-based qHTS; stimulated with anti-CD3/CD4/CD28 beads; in transgenic mouse T cells. activation, % (series mostly up to about 46 µM). 360,000 tested, 0.065% active. AID 652025; in the data active = activation above about 50%; inconclusive = mostly about 30% to 49%; note: 0% is about no effect
#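 First, unstimulated transgenic mouse T cells were exposed to compound for 60 min. Next, anti-CD3/anti-CD4-coated beads with anti-CD28 were added. Finally, after 18 h at 37 degrees C, EGFP and DsRed were imaged.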
# ATXN2 expr inh – reduces ATXN2 reporter expression in HEK-293 cells; AID 1745845; Potency, µM (series often up to 57 µM), for the others: at the highest dose activity change, negative = inhibition, actives largely listed as inhibitors; HEK-293 ATXN2-luciferase reporter, luminescence, 24 h; 360,000 tested, 0.72% active; note: potency is the fitted concentration of half-maximal effect; % is set by controls: 0 for no effect and ±100 for the full control effect; nearly all actives have a fitted effect of over 55% in size
#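 qHTS (up to 57 uM final) was run with 24 h compound exposure of reporter cells at 37 °C. Each well was multiplexed: SteadyGlo luminescence measured ATXN2-luciferase expression after a fluorogenic Gly-Phe-AFC viability readout (25 uM final).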
# The depositor's hits bear a star; i = inactive; ? = inconclusive; · = not tested or not shown; [ ] = remark or other dose. Unless noted, calls come from the whole dose curve; as a rule, active = well fitted curve in the direction sought with a large enough effect; inconclusive = small, poorly fitted or top-dose-only effect, or another doubt; inactive = no such curve, though single readings can be large; an effect the other way counts as inactive or inconclusive. Rows are unselected. Share with any hit: about 4.3%.
SMILES,Nrf2 inh,Nrf2 activator,HepG2 tox,TGFb inhibitor,S2 tox,A549 viability,EPAC2 ag,IL2 activator,ATXN2 expr inh
Cc1cc(S(=O)(=O)Nc2noc3ccccc23)ccc1F,-15%,-0.8%,-9%,1%,i,2%,4%,-0.1,-14%
CCCOc1cccc(C(=O)Nc2cccc(NC(=O)c3ccco3)c2)c1,-29%,5.9%,-20%,18%,i,-18%,17%,1.5,3%
CC(C)C[C@@H](CNCC(=O)[C@H](Cc1c[nH]c2ccccc12)NC(=O)c1[nH]cnc1C(=O)N[C@@H](C)CN)NC(=O)c1nc[nH]c1C(=O)N[C@@H](Cc1ccccc1)C(=O)O,6%,0.6%,-3%,-21%,i,3%,-1%,-0.1,12%
Cn1c(=O)c2c(nc(N/N=C/c3cccnc3)n2Cc2ccccc2)n(C)c1=O,?,4.6%,-5%,22%,i,0%,7%,0.6,3%
O=C(CC1C(=O)NCCN1C(=O)c1ccccc1)Nc1cc(Cl)ccc1Cl (stereo not drawn),-12%,-0.3%,-14%,-13%,i,1%,3%,-3.3,-17%
Cc1cc(C(=O)OC(C)C(=O)N2CCc3ccccc32)ccc1[N+](=O)[O-] (stereo not drawn),7%,-0.8%,7%,1%,i,6%,11%,-5.0,-6%
CC(=O)Nc1ccc(OC(=O)COc2ccc(Br)cc2)cc1,1%,-1.3%,1%,1%,i,1%,11%,-1.6,8%
COc1ccc(NC(C)=O)cc1NC(=O)c1c(C)noc1C,·,2.4%,-7%,-10%,i,·,5%,-0.5,·
O=C(COc1nncc2ccccc12)NCCC1=CCCCC1,21%,6.1%,4%,-3%,?,-4%,0%,3.0,-1%
Cn1nc(C(=O)N2CCOCC2)c([N+](=O)[O-])c1C(=O)N1CCOCC1,7%,-0.9%,-6%,-15%,i,-2%,4%,-1.7,5%
O=C1CN(C(=O)c2cc3ccccc3oc2=O)C(c2ccc(F)cc2)c2cc(F)ccc2N1 (stereo not drawn),5%,0.1%,1%,-26%,i,-5%,6%,-5.0,-2%
C=CCn1c(SCC(=O)NCC2CCCO2)nnc1C1CCCCC1 (stereo not drawn),16%,0.0%,5%,-28%,i,-11%,-2%,-3.2,31%[activator]
COc1cc(C(=O)N2CCN(C(=O)c3cc(-c4ccc(Br)cc4)n[nH]3)CC2)cc(OC)c1OC,2%,9.0%,-9%,-4%,i,-1%,9%,1.5,·
CN1CCN(C(=O)CCS(=O)(=O)c2cc3c(cc2Cl)NC(=O)CO3)CC1,-2%,-0.1%,-23%,1%,i,6%,15%,-3.5,0%
CC1CC(C)CN(c2ccc([N+](=O)[O-])cc2-c2nn[nH]n2)C1 (stereo not drawn),4%,0.2%,-40%,-14%,?,-14%,0%,-1.0,-5%
COc1cccc(CNC(=O)c2ccc(-c3nc(CS(=O)c4ccccc4)c(C)o3)cc2)c1 (stereo not drawn),-5%,6.5%,1%,?,i,11%,·,·,0%
CCOC(=O)C1=CCN(S(=O)(=O)c2ccccc2C)C1c1ccc(F)cc1 (stereo not drawn),·,2.9%,-24%,-4%,i,·,16%,-1.0,-23%
CC(=O)Oc1ccc2ccccc2c1C(NC(=O)C(C)C)c1cccc([N+](=O)[O-])c1 (stereo not drawn),?,1.0%,-23%,?,i,?,15%,-1.5,-35%
COc1ccc(NC(=O)Nc2ccc(Br)cn2)cc1,19%,0.1%,7%,5%,i,1%,6%,-0.2,30%[activator]
CC(C)c1ccc(N2C(=O)CC(NNC(=O)c3cccnc3)C2=O)cc1 (stereo not drawn),1%,0.6%,0%,33%[activator],i,1%,3%,-0.7,-6%
O=C(NC1CCN(S(=O)(=O)c2ccc(F)cc2)CC1)c1cccnc1,4%,0.0%,-8%,0%,i,1%,5%,0.0,-8%
COc1cccc(-n2c(SCC(=O)N3c4ccccc4CC3C)nnc2-c2ccco2)c1 (stereo not drawn),-22%,0.8%,-11%,?,i,-12%,20%,0.8,-10%
Cc1ccnc(NS(=O)(=O)c2ccc(NC(=O)c3ccc(Cl)cc3[N+](=O)[O-])cc2)n1,5%,-0.2%,-7%,-1%,i,0%,16%,0.8,-15%
CCOc1cc(/C=C2/SC(=S)N(CC(=O)O)C2=O)ccc1OC(=O)c1cccs1,-27%,-0.3%,-77%,3%,?,?,8%,-3.2,-2%
CC(=O)Nc1ccc(NC(=O)CSc2nnc(C)n2-c2ccccc2)cc1,2%,-0.1%,4%,3%,i,6%,3%,1.2,-30%
Cn1c(O)c(N=NC(=O)Cn2ccc(C(F)(F)F)n2)c2ccccc21,1%,-0.6%,-5%,-9%,i,1%,9%,-2.7,-8%
CC1=C(C(=O)OC(C)C)C(c2cccs2)N2C(=O)CCSC2=N1 (stereo not drawn),·,-1.5%,-3%,-20%,i,7%,-5%,-4.3,-6%
Cc1cccc(CNC(=O)C2CCN(c3nnc(-n4c(C)ccc4C)s3)CC2)c1,3%,21%,-10%,·,·,-3%,·,·,·
CCOn1c(=O)c(=O)n(OCc2ccccc2)c2ccccc21,·,22µM*,-5%,13%,?,-1%,10%,-0.5,-22%
CCC(C)(C)C1CCc2c(sc(NC(=O)c3cccs3)c2C(N)=O)C1 (stereo not drawn),?,-0.4%,3%,-5%,i,1%,-10%,-1.8,-13%
COC(=O)c1ccc(CSc2nc(C)nc3sc(C)c(C)c23)o1,·,-0.2%,-1%,13%,i,-2%,-10%,-1.0,-37%
COc1ccc(-c2cnc(C(O)c3ccc(CN4CCCCC4)cc3)[nH]2)cc1 (stereo not drawn),·,-0.7%,4%,2%,i,·,-3%,-0.6,8%
COC(=O)c1cn(NC(=O)c2ccc(OC)c(OC)c2)c(=O)c2ccccc12,?,3.1%,-1%,25%,i,-8%,-10%,1.2,-9%
CCC(=O)Nc1nc2c(OC)ccc(C)c2s1,18%,?,-14%,0%,?,2%,8%,-0.9,-17%
Cc1ccc(C(c2sc3ncnn3c2O)N2CCC(C)CC2)cc1 (stereo not drawn),-2%,0.3%,-17%,3%,i,-7%,-3%,-0.7,4%
Cc1csc(NC(=O)COc2ccc3c(c2)CCC3)n1,?,3.6%,-3%,-6%,i,-1%,16%,-5.6,87%[activator]
COC(=O)/C=C/c1cnc2ccccc2c1,134%,0.8%,9%,-3%,i,2%,2%,1.3,43%
COc1ccc(Cn2cc3c(-c4ccc(F)cc4)nnc-3c3cc(OC)c(OC)cc32)cc1,?,18%,-108%,25%,i,?,-54%[inhibitor],?,32µM*
COCC(=O)Nc1ccc2c(c1)[C@@H]1C[C@H](CC(=O)NCc3ccccc3)O[C@@H](CO)[C@@H]1O2,·,-0.9%,-1%,24%,i,·,-8%,-4.6,11%
Cc1ccc(S(=O)(=O)SC/C=C/CSS(=O)(=O)c2ccc(C)cc2)cc1,12µM*,6.6%,-9%,?,?,-6%,6%,-0.6,?
CN(C)/C=C(\C=O)c1ncc(C(F)(F)F)cc1Cl,10%,-0.6%,-20%,-16%,i,5%,-4%,0.0,-20%
CCN(CC)CCOCCOc1cc(C)c(Cl)c(C)c1,10%,0.1%,-32%,-2%,i,?,-2%,0.7,-24%
O=C1NC(c2ccc(F)cc2)Oc2ccccc21 (stereo not drawn),1%,-0.5%,2%,16%,i,-4%,4%,0.7,·
Cc1onc(-c2ccccc2)c1C(=O)OCC(=O)Nc1ccc2c(c1)OCO2,-19%,-0.4%,-66%,0%,i,-6%,5%,-1.3,-20%
CN(CCOC(=O)/C=C/c1ccccc1)C(C)(C)C,10%,0.1%,5%,-7%,i,-3%,7%,-2.3,-4%
C=CCOc1nc2c(c(=O)n(C)c(=O)n2C)n1Cc1ccccc1,?,3.0%,-11%,-12%,i,1%,3%,0.5,-11%
O=C(COc1ccc(Cl)cc1Cl)NCCCN1CCOCC1,1%,-0.4%,3%,2%,i,4%,-2%,0.2,-1%
Cc1ccc(S(=O)(=O)NC2=NCCCCC2)cc1,4%,0.1%,-12%,-22%,i,-6%,5%,-0.4,·

# Nrf2 inh: hit marks shown above.
canonical_smiles	Nrf2 inh	Nrf2 activator	TGFb inhibitor	EPAC2 ag	IL2 activator
Cc1ccc(S(=O)(=O)SC/C=C/CSS(=O)(=O)c2ccc(C)cc2)cc1	12µM*	6.6%	?	6%	-0.6

# Next results follow:
SMILES,Nrf2 inh,Nrf2 activator,HepG2 tox,TGFb inhibitor,S2 tox,A549 viability,EPAC2 ag,IL2 activator,ATXN2 expr inh
CSc1ncc(Cl)c(C(=O)Nc2cccc(C)c2)n1,13%,6.1%,2%,?,i,-2%,12%,-4.7,1%
COc1cc(CNC(C)(C)CO)cc(Br)c1OCc1ccccc1,24%,0.2%,5%,14%,·,1%,7%,-1.2,-42%[11.3 µM]
COc1ccc(OC(=O)CCCN2C(=O)c3ccccc3C2=O)cc1,0%,-0.4%,-12%,15%,i,-1%,3%,-0.8,0%
CCOC(=O)C1CCN(S(=O)(=O)c2cn(C)c(=O)n(C)c2=O)CC1,0%,-0.4%,-2%,-5%,i,-1%,13%,-1.6,8%
Cc1ccc(NC(=O)COC(=O)CCc2c(C)nc3ncnn3c2C)cc1C,5%,0.6%,8%,2%,i,0%,3%,-0.5,-5%
O=C1CN(C(=O)c2ccc(Cl)c([N+](=O)[O-])c2)c2ccccc2N1,-16%,9.7%[9.22 µM],-7%,-12%,i,-7%,2%,3.2,-9%
